Dyrk1A ADPGlo: blocks rat Dyrk1A kinase activity; ADP-Glo luminescence, NFATc1 peptide; inhibition, % at 12.5 µM; 0.43% of 310,000 active; AID 504441; in the data active means inhibition above about 50%;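 further: plate controls were vehicle with enzyme for no effect and no enzyme for full effect; many of its hits are not listed in these tables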
HSF1 activator: increases HSF-1 driven luciferase reporter signal; 1.7% of 300,000 active; AID 504408; NIH3T3-HGL HSF-1 luciferase reporter, MG132, 8 h; 100% = twice DMSO control signal; activation, % at 9 µM;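 active means mean replicate activation of at least 50% with a set share of replicates each reaching 50%; inconclusive means only one of those two conditions met; inactive means mean below 50% and too few replicates reaching it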;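 further: 0% = median of the neutral control wells and 100% = twice that signal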
HDAC3 inh: inhibitors of human histone deacetylase 3; O15379; recombinant HDAC3, fluorogenic peptide/trypsin coupled, fluorescence; inhibition, % at 8.3 µM; 0.15% of 320,000 active; AID 2718; in the data active means inhibition above about 26%, passing the limit was not always enough; inconclusive means no clear call, values can overlap the other calls
GSK3B inh: human GSK3beta kinase inhibition. GST-GSK3beta kinase, ADP-Glo luminescence, 60 min; active compounds read low. 0.038% of 300,000 active. AID 2097. activity score (negative = inhibition), % at 10 µM;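 active means more than half of replicate wells score below -50%, meaning over 50% inhibition versus plate controls; inconclusive means some replicates but at most half score below -50%; inactive means no replicate scores below -50%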;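 further: 0% = median DMSO wells and -100% = median GW8510 positive control wells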
Target sequence (P49841 whole entry, looked up): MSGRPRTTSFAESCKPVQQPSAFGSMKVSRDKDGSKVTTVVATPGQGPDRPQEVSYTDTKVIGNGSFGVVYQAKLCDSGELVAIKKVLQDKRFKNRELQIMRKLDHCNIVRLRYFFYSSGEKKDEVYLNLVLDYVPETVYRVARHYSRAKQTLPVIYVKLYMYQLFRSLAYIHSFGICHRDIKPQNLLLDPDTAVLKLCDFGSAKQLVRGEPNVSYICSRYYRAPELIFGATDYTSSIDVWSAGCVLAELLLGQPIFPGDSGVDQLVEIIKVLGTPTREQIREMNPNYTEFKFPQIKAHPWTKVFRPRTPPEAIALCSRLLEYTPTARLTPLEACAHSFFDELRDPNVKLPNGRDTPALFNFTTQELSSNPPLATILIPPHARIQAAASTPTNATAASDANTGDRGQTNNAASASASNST
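Assay system: GST-fused GSK3beta enzyme, cell-free / Medium: Tris pH 7.5 buffer with MgCl2, DTT, BSA, heparin / Also added: peptide substrate plus 25 µM ATP (final) / Compound: 10 µM single point / Timing: kinase reaction with compound 60 min at room temperature / Detection: ADP-Glo luminescence / Benchmarks: DMSO neutral wells and GW8510 at 20 µM as positive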
HSP90 inh: HSP90 refolding inhibition in rabbit reticulocyte lysate; luciferase refolding luminescence, 3 h; inhibition, % at 5.6 µM; 0.91% of 290,000 active; AID 1789;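 active means inhibition above the screen-wide mean plus 3 SD, computed separately per campaign, cut at about 16% in these data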;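 further: 0% = DMSO wells and 100% = 60 µM geldanamycin wells; inhibitors lower the luminescence because luciferase stays unfolded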
GSK3 alpha inh: inhibitors of human GSK-3 alpha kinase. AID 2650. 0.1% of 320,000 active. P49840. ADP-Glo luminescence, 60 min. inhibition, % at 10 µM;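 in the data active means inhibition above about 50%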;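 further: GST-tagged GSK-3 alpha with peptide substrate and 25 µM ATP; 0% = DMSO neutral wells and 100% = GW8510 positive control wells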
Target sequence (P49840 whole entry, looked up): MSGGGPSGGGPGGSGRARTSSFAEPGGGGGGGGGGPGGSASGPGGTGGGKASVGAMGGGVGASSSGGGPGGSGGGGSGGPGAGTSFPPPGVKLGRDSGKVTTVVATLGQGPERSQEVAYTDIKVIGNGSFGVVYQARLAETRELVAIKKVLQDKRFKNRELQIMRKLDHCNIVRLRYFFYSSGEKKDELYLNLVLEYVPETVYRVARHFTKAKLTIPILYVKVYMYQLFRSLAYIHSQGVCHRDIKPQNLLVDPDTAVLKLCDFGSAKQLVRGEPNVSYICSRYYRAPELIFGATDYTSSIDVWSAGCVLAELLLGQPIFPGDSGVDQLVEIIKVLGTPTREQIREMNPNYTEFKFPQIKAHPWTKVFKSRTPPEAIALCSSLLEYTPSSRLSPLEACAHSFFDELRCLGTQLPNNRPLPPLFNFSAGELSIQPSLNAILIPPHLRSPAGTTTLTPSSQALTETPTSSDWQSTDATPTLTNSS
Platelet DG rel: platelet dense granule release activity. 0.22% of 300,000 active. human platelet-rich plasma, SFLLRN dense granule ATP release, luminescence. inhibition, %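 (compounds screened at 7.5 µM in platelet-rich plasma)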;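 active means mean replicate score, as percent of positive control, at or above 50; inconclusive means mean below 50 but at least one replicate at or above 50; inactive means mean and every replicate below 50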
HSF1 inhib: HSF1 inhibition; NIH3T3-HGL HSE-luciferase, MG132-induced, luminescence 8 h; active compounds read low; 0.77% of 300,000 active; activity change, negative = inhibition, % at 7.5 µM (by protocol); AID 2098;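 active means more than half of replicate wells show activity change below -50%, luminescence cut by over half; inconclusive means some wells, but at most half, below -50%; inactive means no replicate well below -50%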;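 further: luciferase reports HSF-1 transcriptional activity via heat shock element; 0% = median of DMSO wells and -100% = zero luminescence signal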
PolyA inh: yeast polyadenylation inhibition | S. cerevisiae SKY197-pL101 polyadenylation reporter, beta-gal luminescence; efflux-impaired pdr1/pdr3 knockout yeast; score 100 = 6 SD above DMSO | 0.02% of 300,000 active | AID 1875 | calls only at 12 µM;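 active means lowest replicate activity score at least 50, where 100 means six control SD above control mean; inconclusive means lowest score under 50 but half or more replicates reach 50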;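 further: yeast exposed to compound for 9 h at 30 °C; higher score means more reporter readthrough which indicates perturbed polyadenylation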
AI-2 QS modul: Vibrio harveyi AI-2 quorum sensing modulation; Vibrio harveyi JMH597 AI-2 luminescence/OD600 ratio, 9 h; active compounds read low; strain lacks LuxN and CqsS sensors; 0 = neutral-control median; activity change, % at 7.5 µM; 0.4% of 300,000 active; AID 2094; in the data active means activity change below about -75%, passing the limit was not always enough; inconclusive means no clear call, values can overlap the other calls;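 further: luminescence divided by OD600 gain over 9 h not by final OD600 alone; inactives centre near 13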
* marks the source's active call; other numbers are inactive results. These rows are one share of the data, so the mix of outcomes need not match the whole.

N#CCCNS(=O)(=O)c1ccc(C(=O)OCC2CCCCC2)cc1 was read as Dyrk1A ADPGlo -2, HSF1 activator 4, HDAC3 inh 4, GSK3B inh 0, HSP90 inh -3, GSK3 alpha inh -1, Platelet DG rel 11, HSF1 inhib 5, PolyA inh inactive and AI-2 QS modul 30.
Screening O=C(Nc1cccc(NC(=O)c2ccco2)c1)c1ccc2c(c1)OCO2 returned Dyrk1A ADPGlo 15, HSF1 activator 19, HDAC3 inh inconclusive, GSK3B inh -1, HSP90 inh -1, GSK3 alpha inh 1, Platelet DG rel -7, HSF1 inhib 3, PolyA inh inactive and AI-2 QS modul 25.
For Cn1cccc1/C=N/NC(=O)c1cccnc1 the results were Dyrk1A ADPGlo 1, HDAC3 inh 6, GSK3B inh -3, HSP90 inh 2, GSK3 alpha inh 1, Platelet DG rel -4, PolyA inh inactive and AI-2 QS modul 3.
For O=C(Nc1ccc(F)cc1)C1CCC(N2C(=O)c3ccccc3C2=O)CC1 (centres undefined) the results were HSF1 activator 4, HDAC3 inh -9, GSK3B inh 0, HSP90 inh 1, GSK3 alpha inh 1, Platelet DG rel -4, HSF1 inhib -17, PolyA inh inactive and AI-2 QS modul 8.
Screening CCCCN(C)CCCNC(=O)CS(=O)Cc1nc(-c2ccc(OC)c(OC)c2)oc1C (centres undefined) returned Dyrk1A ADPGlo -2, HSF1 activator 36, HDAC3 inh -6, GSK3B inh 1, HSP90 inh -3, GSK3 alpha inh 0, Platelet DG rel 1, HSF1 inhib -10, PolyA inh inactive and AI-2 QS modul 14.
Screening C=CCSc1nnc(-c2cnn(-c3ccccc3)c2-n2cccc2)n1C returned Dyrk1A ADPGlo -8, HSF1 activator -1, HDAC3 inh 6, GSK3B inh -2, HSP90 inh 1, GSK3 alpha inh 2, Platelet DG rel 4, HSF1 inhib 1, PolyA inh inactive and AI-2 QS modul 31.
For O=[N+]([O-])c1ccc(/C=N/Nc2ncc(-c3ccccc3)cn2)cc1 the results were Dyrk1A ADPGlo -2, HSF1 activator -7, GSK3B inh 0, HSP90 inh -1, Platelet DG rel 4, HSF1 inhib -2, PolyA inh inactive and AI-2 QS modul 14.
`O=C(O)CC1(CC(=O)Nc2ccccc2Br)CCCC1` gave Dyrk1A ADPGlo 3, HSF1 activator 14, HDAC3 inh 0, GSK3B inh -2, GSK3 alpha inh -8, Platelet DG rel -1, HSF1 inhib 6, PolyA inh inactive and AI-2 QS modul 4.
Screening CCN(CC)S(=O)(=O)c1ccc(N2CCCC2)c(NC(=O)c2c(-c3ccccc3)noc2C)c1 returned Dyrk1A ADPGlo 5, HSF1 activator 1, HDAC3 inh 2, GSK3B inh 1, HSP90 inh 2, GSK3 alpha inh -1, Platelet DG rel 4, HSF1 inhib 0, PolyA inh inactive and AI-2 QS modul 44.
S=C(NCc1ccc(Cl)cc1)NC12CC3CC(CC(C3)C1)C2 was read as Dyrk1A ADPGlo -2, HSF1 activator 3, HDAC3 inh -2, GSK3B inh -3, HSP90 inh 3, GSK3 alpha inh -2, Platelet DG rel -4, HSF1 inhib -4, PolyA inh inactive and AI-2 QS modul -21.
For COC(=O)C(C)N(c1ccc(C)cc1)S(=O)(=O)c1c(C)[nH]c(=O)[nH]c1=O (centres undefined) the results were Dyrk1A ADPGlo -8, HSF1 activator 0, HDAC3 inh -3, GSK3B inh 2, HSP90 inh 2, GSK3 alpha inh 1, Platelet DG rel 6, HSF1 inhib -1, PolyA inh inactive and AI-2 QS modul 14.
`CC(C)S(=O)(=O)c1csc(NC(=O)Nc2ccc(Cl)cc2)c1` gave Dyrk1A ADPGlo 19, HSF1 activator 77*, HDAC3 inh 3, GSK3B inh 1, HSP90 inh -1, GSK3 alpha inh -1, Platelet DG rel -2, HSF1 inhib 60, PolyA inh inactive and AI-2 QS modul 13.
`COc1ccc(OC)c(N/C(C)=C/C(=O)c2ccccc2)c1` gave Dyrk1A ADPGlo -3, HSF1 activator -31, HDAC3 inh 11, GSK3B inh 3, HSP90 inh -2, GSK3 alpha inh 0, Platelet DG rel -2, HSF1 inhib -27, PolyA inh inactive and AI-2 QS modul -7.
`CCN(CC)CCN(C(=O)c1ccc2c(c1)OCCO2)c1nc2cc3c(cc2s1)OCO3` gave Dyrk1A ADPGlo -3, HSF1 activator 26, HDAC3 inh 21, GSK3B inh 2, HSP90 inh 1, GSK3 alpha inh 0, Platelet DG rel 0, HSF1 inhib 8, PolyA inh inactive and AI-2 QS modul -2.
Screening COc1ccccc1OCc1ccc(C(=O)N2CCN(C(=O)c3ccco3)CC2)cc1 returned Dyrk1A ADPGlo -7, HSF1 activator 4, HDAC3 inh 1, GSK3B inh 3, HSP90 inh 0, GSK3 alpha inh -2, Platelet DG rel 0, HSF1 inhib -4, PolyA inh inactive and AI-2 QS modul 14.
`COc1cccc(/C=N/NC(=O)CCc2n[nH]c(=O)[nH]c2=O)c1O` gave Dyrk1A ADPGlo 0, HSF1 activator 15, HDAC3 inh 2, GSK3B inh 0, HSP90 inh -2, GSK3 alpha inh 0, Platelet DG rel 3, HSF1 inhib -9, PolyA inh inactive and AI-2 QS modul 22.
`O=C(Nc1cccc([N+](=O)[O-])c1)Nn1cnnc1` gave Dyrk1A ADPGlo 29, HSF1 activator -6, HDAC3 inh -5, GSK3B inh 0, HSP90 inh -2, GSK3 alpha inh -3, Platelet DG rel -4, HSF1 inhib -4, PolyA inh inactive and AI-2 QS modul 0.
For COc1ccc(S(=O)(=O)N(C)CC(=O)N2CCCCCC2)cc1OC the results were Dyrk1A ADPGlo 3, HSF1 activator 4, HDAC3 inh 4, GSK3B inh 1, HSP90 inh 1, GSK3 alpha inh -1, Platelet DG rel 35, HSF1 inhib -11, PolyA inh inactive and AI-2 QS modul 28.
For Cc1ccc(N2CC(C(=O)Nc3cccnc3)CC2=O)cc1Cl (centres undefined) the results were Dyrk1A ADPGlo 7, HSF1 activator 7, HDAC3 inh -1, GSK3B inh -1, HSP90 inh -1, GSK3 alpha inh -1, Platelet DG rel -3, HSF1 inhib 3, PolyA inh inactive and AI-2 QS modul 32.
`COc1cc(NC(=O)COc2c(C)cc(C)cc2[N+](=O)[O-])c(OC)cc1Cl` gave Dyrk1A ADPGlo -1, HSF1 activator 2, HDAC3 inh 4, GSK3B inh 1, HSP90 inh -1, Platelet DG rel 3, HSF1 inhib 0, PolyA inh inactive and AI-2 QS modul 30.

Structural class, the compounds so far containing an NH in an aromatic ring (2)
For COC(=O)C(C)N(c1ccc(C)cc1)S(=O)(=O)c1c(C)[nH]c(=O)[nH]c1=O (centres undefined) the results were Dyrk1A ADPGlo -8, HSF1 activator 0, HDAC3 inh -3, GSK3B inh 2, HSP90 inh 2, GSK3 alpha inh 1, Platelet DG rel 6, HSF1 inhib -1, PolyA inh inactive and AI-2 QS modul 14.
`COc1cccc(/C=N/NC(=O)CCc2n[nH]c(=O)[nH]c2=O)c1O` gave Dyrk1A ADPGlo 0, HSF1 activator 15, HDAC3 inh 2, GSK3B inh 0, HSP90 inh -2, GSK3 alpha inh 0, Platelet DG rel 3, HSF1 inhib -9, PolyA inh inactive and AI-2 QS modul 22.

Next compounds
`CCOc1ccccc1N(C(=O)CNC(=O)c1ccco1)C(C(=O)NC1CCCC1)c1ccncc1` (centres undefined) gave Dyrk1A ADPGlo -7, HSF1 activator 23, HDAC3 inh -4, GSK3B inh -5, HSP90 inh -4, GSK3 alpha inh -1, Platelet DG rel 1, HSF1 inhib 1, PolyA inh inactive and AI-2 QS modul 21.
Screening Cc1cc2c(cc1S(=O)(=O)N1CCc3ccccc31)NC(=O)CO2 returned Dyrk1A ADPGlo 0, HSF1 activator -3, HDAC3 inh 7, GSK3B inh -2, HSP90 inh 4, GSK3 alpha inh 0, Platelet DG rel -4, HSF1 inhib 10, PolyA inh inactive and AI-2 QS modul -1.
For O=C(NCCCCNC(=O)c1c(F)c(F)c(F)c(F)c1F)c1c(F)c(F)c(F)c(F)c1F the results were Dyrk1A ADPGlo -1, HSF1 activator -7, HDAC3 inh 0, GSK3B inh -3, HSP90 inh -2, GSK3 alpha inh 1, Platelet DG rel -4, HSF1 inhib -5, PolyA inh inactive and AI-2 QS modul 1.
`O=c1[nH]c2c(c3c1CCCC3)CCCC2` gave Dyrk1A ADPGlo 1, HSF1 activator 15, HDAC3 inh 13, GSK3B inh 1, HSP90 inh 4, GSK3 alpha inh 0, Platelet DG rel -1, HSF1 inhib 3, PolyA inh inactive and AI-2 QS modul 12.
Screening CC(Sc1nnc2c(n1)C1CCC2(C)C1(C)C)C(=O)Nc1ccccc1 (centres undefined) returned Dyrk1A ADPGlo -5, HSF1 activator -5, HDAC3 inh -1, GSK3B inh 3, HSP90 inh 2, GSK3 alpha inh 1, Platelet DG rel 8, HSF1 inhib -3, PolyA inh inactive and AI-2 QS modul 18.
COC(=O)c1ccc(S(=O)(=O)N2CCN(C)CC2)n1C was read as HSF1 activator 3, HDAC3 inh 0, GSK3B inh -24, HSP90 inh -1, GSK3 alpha inh -2, Platelet DG rel 17, HSF1 inhib -2, PolyA inh inactive and AI-2 QS modul 15.
Screening CC1=Nc2ccc(C)cc2/C1=C/c1c(N)n2nc(CC(=O)N3CCOCC3)sc2nc1=O returned Dyrk1A ADPGlo -1, HSF1 activator 6, HDAC3 inh 4, GSK3B inh 3, HSP90 inh -4, GSK3 alpha inh 0, Platelet DG rel -12, HSF1 inhib -4, PolyA inh inactive and AI-2 QS modul 6.
`COc1ccc(-c2c3c(=O)n(C)c(=O)n(C)c3cn2C2CCCCC2)cc1` gave Dyrk1A ADPGlo -2, HSF1 activator 12, HDAC3 inh 0, GSK3B inh -2, HSP90 inh -1, GSK3 alpha inh -2, Platelet DG rel 5, HSF1 inhib 5, PolyA inh inactive and AI-2 QS modul 8.
`CC1CCC(NC(=O)c2ccc(NC3=NC4CS(=O)(=O)CC4S3)cc2)CC1` (centres undefined) gave Dyrk1A ADPGlo 5, HSF1 activator -1, HDAC3 inh -3, GSK3B inh 0, HSP90 inh -6, GSK3 alpha inh 5, Platelet DG rel -1, HSF1 inhib 7, PolyA inh inactive and AI-2 QS modul 6.
`O=C(Nc1ccccc1-c1ccccc1)c1ccc(NC(=O)c2ccco2)cc1` gave Dyrk1A ADPGlo -1, HSF1 activator -11, HDAC3 inh 1, GSK3B inh 6, HSP90 inh 0, GSK3 alpha inh 0, Platelet DG rel 6, HSF1 inhib 2, PolyA inh inactive and AI-2 QS modul 16.

Source: PubChem (several laboratories)
